Screening results as filed in PubChem.
ADAM17 inh = ADAM17 inhibition, QFRET primary screen; P78536; hit rate 0.83% among 370,000; recombinant ADAM17, EDANS/DABCYL FRET peptide cleavage; inhibition, % at 6.95 µM; AID 720648;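 active = inhibition above the mean of compounds lying between control limits plus 3 SD, set per campaign, cut at about 8.5% in these data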;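 note: 0% = DMSO-only wells as the low control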
Target sequence (P78536 215-824 limits assumed): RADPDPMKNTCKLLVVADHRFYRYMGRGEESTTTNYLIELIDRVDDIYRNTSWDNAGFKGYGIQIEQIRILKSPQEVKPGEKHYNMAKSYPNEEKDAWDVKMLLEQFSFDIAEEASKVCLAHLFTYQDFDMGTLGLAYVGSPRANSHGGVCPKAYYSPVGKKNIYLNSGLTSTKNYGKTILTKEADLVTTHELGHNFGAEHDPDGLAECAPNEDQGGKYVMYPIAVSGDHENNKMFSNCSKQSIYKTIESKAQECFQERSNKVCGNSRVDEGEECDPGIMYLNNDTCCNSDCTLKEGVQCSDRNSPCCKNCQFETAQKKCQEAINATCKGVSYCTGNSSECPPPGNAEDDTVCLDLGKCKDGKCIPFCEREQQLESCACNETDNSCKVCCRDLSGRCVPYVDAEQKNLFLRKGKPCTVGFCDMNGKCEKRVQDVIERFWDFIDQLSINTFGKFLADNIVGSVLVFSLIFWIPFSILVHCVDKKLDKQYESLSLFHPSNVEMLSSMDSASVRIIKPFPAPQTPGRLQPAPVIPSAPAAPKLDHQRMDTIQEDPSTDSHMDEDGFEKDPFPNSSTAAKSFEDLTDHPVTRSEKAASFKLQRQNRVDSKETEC
Tn6 DDE FP = DD(E)-Tn6 binding inhibition, primary FP screen. P02675. hit rate 0.21% among 370,000. Fibrin DD(E) TRITC-Tn6 fluorescence polarization displacement. inhibition, % at 8.3 µM. AID 720509;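 active = inhibition above a per-campaign cutoff: mean of compounds within control limits plus 3 SD, cut at about 15% in these data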;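 note: 0% = median of all compound wells on the plate and 100% = blocking peptide control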
ASAP1 GAP inh = inhibitors of human ASAP1 ArfGAP activity; AID 624377; hit rate 0.19% among 360,000; ASAP1-stimulated ARF1 GTP hydrolysis, GDP FP detection; Q9ULH1; inhibition, % at 16.5 µM; in the data active = inhibition above about 25%;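 note: 0% = vehicle with enzyme and substrate and 100% = no enzyme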
SIAE inh = blocks human sialic acid acetylesterase; SIAE FP-Rh probe binding, fluorescence polarization; inhibition, % at 9.66 µM; hit rate 0.69% among 370,000; AID 1053197;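 active = inhibition above a cutoff: mean of compounds within the control limits plus 3 SD of those, cut at about 17% in these data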;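 note: 0% = plate median of compound wells and 100% = probe without SIAE protein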
ARFGAP1 inhibitor = inhibits rat ARF GTPase activating protein 1; Arfgap1-stimulated ARF1 GTP hydrolysis, GDP FP detection; inhibition, % at 16.5 µM; hit rate 0.26% among 360,000; AID 651572;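 active = inhibition above a per-plate limit, mean inhibition of low control wells plus 3 SD, cut at about 25% in these data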;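 note: 0% = DMSO wells with enzyme and 100% = wells lacking Arfgap1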
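System: truncated rat Arfgap1 GAP domain / Benchmarks: high control wells lacking Arfgap1, low control full reaction with DMSO / Times: compound-enzyme preincubation 20 min, reaction 120 min, detection 60 min, 25 °C / Repeats: one replicate per compound / Also added: human ARF1(Δ1-17)-GTP substrate / Measured by: Tracer-displacement fluorescence polarization with EDTA stop, 620/688 nm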
TDP2 inh = blocks human TDP2 phosphodiesterase activity. O95551. recombinant TDP2, T5PNP hydrolysis, p-nitrophenol absorbance 415 nm. inhibition, % at 12.8 µM. hit rate 0.34% among 370,000. AID 720702;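 active = inhibition above the mean of all tested compounds plus 3 SD, set per campaign, cut at about 25% in these data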;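 note: 0% = DMSO with enzyme and 100% = buffer with substrate but no TDP2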
Target sequence (O95551 whole entry, looked up): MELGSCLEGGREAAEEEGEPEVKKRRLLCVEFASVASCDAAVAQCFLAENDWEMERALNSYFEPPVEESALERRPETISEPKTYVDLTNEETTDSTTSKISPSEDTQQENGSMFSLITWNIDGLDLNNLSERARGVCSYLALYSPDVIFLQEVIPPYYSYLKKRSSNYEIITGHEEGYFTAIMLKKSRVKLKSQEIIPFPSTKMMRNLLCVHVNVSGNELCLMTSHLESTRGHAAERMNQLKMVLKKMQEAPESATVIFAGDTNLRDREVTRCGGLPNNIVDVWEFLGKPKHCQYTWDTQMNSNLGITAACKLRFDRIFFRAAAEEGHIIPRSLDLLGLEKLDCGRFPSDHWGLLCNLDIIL
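Test system: human TDP2 enzyme; Input: 120 nM TDP2 per well; Buffer or medium: Mg2+-containing Tris-HCl buffer, pH 7.5; Reagent: 5 mM T5PNP; Dosing: 12.8 µM single point, 1% DMSO; Incubation: reaction 2 h, 37 °C; Detection: p-Nitrophenol epi absorbance; Read-out: % inhibition relative to enzyme-containing and enzyme-free wells; Replicates: single well per compound.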
ADAM10 inh = inhibitors of human ADAM10; O14672; recombinant ADAM10, EDANS/DABCYL FRET peptide cleavage, 3 h; inhibition, % at 7 µM; hit rate 0.62% among 370,000; AID 720582;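 active = inhibition above a per-campaign cutoff equal to the mean of compounds falling between control-based bounds plus 3 SD, cut at about 20% in these data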;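 note: 0% = DMSO wells while the 100% control is not disclosed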
PLC-beta3 inh = PLC-beta3 (human) inhibition, primary screen; Purified PLC-beta3, fluorogenic substrate, fluorescence; AID 720704; hit rate 0.18% among 370,000; Q01970; inhibition, % at 12.2 µM; in the data active = inhibition above about 11%;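 note: 0% = median of compound wells on plate and 100% = full blocker control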
PLC-gamma1 inh = blocks human PLC-gamma1 enzyme activity. AID 720700. hit rate 0.84% among 370,000. inhibition, % at 12.2 µM. purified PLC-gamma1, fluorogenic substrate, fluorescence; in the data active = inhibition above about 9.5%
Tn7 DDE FP = DD(E)-Tn7 binding inhibition, primary FP screen; FP displacement of FITC-Tn7 peptide from fibrin DD(E); 0% = median of compound wells per plate; inhibition, % at 8.3 µM; hit rate 0.13% among 370,000; AID 720508;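 active = inhibition above the mean of compounds falling within the control limits plus 3 SD of them, cut at about 14% in these data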;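 note: 0% = plate median of compound wells and 100% = 10 µM Aha-Tn7 peptide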
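system = human fibrin DD(E) protein | quantity = DD(E) 2 µM final | medium = Tris/NaCl/CaCl2 buffer, pH 7.8 | also added = labelled Tn7 tracer, 0.1 µM | compound dosing = single point at 8.3 µM | timing = compound with protein 10 min, then 3 h after probe, room temperature | signal = FP measurement | benchmarks = Aha-Tn7 high control | repeats = one replicate per compound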
Active calls of the source: *.

N#CC1(NC(=O)COc2ccccc2[N+](=O)[O-])CCCCC1 was read as ADAM17 inh -6, Tn6 DDE FP 0, ASAP1 GAP inh -1, SIAE inh -6, ARFGAP1 inhibitor -5, TDP2 inh 4, ADAM10 inh -8, PLC-beta3 inh -9, PLC-gamma1 inh 4 and Tn7 DDE FP -1.
Screening Cc1ccccc1N1CC(C(=O)Nc2ccc(S(=O)(=O)NCC3CCCO3)cc2)CC1=O (stereo not drawn) returned ADAM17 inh 0, Tn6 DDE FP 3, ASAP1 GAP inh -9, SIAE inh 0, ARFGAP1 inhibitor -2, TDP2 inh 1, ADAM10 inh 9, PLC-beta3 inh -1, PLC-gamma1 inh 3 and Tn7 DDE FP -4.
`CN1c2ccccc2N(C)C1(C)c1cccc2ccccc12` gave ADAM17 inh -79, Tn6 DDE FP -2, ASAP1 GAP inh 14, SIAE inh 6, ARFGAP1 inhibitor -8, TDP2 inh -20, ADAM10 inh -228, PLC-beta3 inh -176, PLC-gamma1 inh -125 and Tn7 DDE FP 1.
For CC1(C(=O)NC2CCCCCCC2)CCC(=O)N1Cc1cccnc1 (stereo not drawn) the results were ADAM17 inh 2, Tn6 DDE FP -1, ASAP1 GAP inh 2, SIAE inh 1, ARFGAP1 inhibitor 0, TDP2 inh -8, ADAM10 inh -1, PLC-beta3 inh 4, PLC-gamma1 inh 13* and Tn7 DDE FP -8.
Cc1cc(Br)cc(Cl)c1OCC(=O)NC(=O)NCc1ccccc1 was read as ADAM17 inh -1, Tn6 DDE FP 2, ASAP1 GAP inh -9, SIAE inh 7, ARFGAP1 inhibitor 2, TDP2 inh 2, ADAM10 inh -2, PLC-beta3 inh 4, PLC-gamma1 inh 2 and Tn7 DDE FP 2.
Screening O=C(Cc1ccc2c(c1)OCCO2)N1CCN(S(=O)(=O)c2ccccc2C(F)(F)F)CC1 returned ADAM17 inh -1, Tn6 DDE FP -7, ASAP1 GAP inh 8, SIAE inh -1, ARFGAP1 inhibitor 5, TDP2 inh 4, ADAM10 inh -5, PLC-beta3 inh 2, PLC-gamma1 inh 1 and Tn7 DDE FP -6.
Screening Cc1cc(N(CC(=O)O)S(C)(=O)=O)ccc1Br returned ADAM17 inh 0, Tn6 DDE FP -2, ASAP1 GAP inh -10, SIAE inh -1, ARFGAP1 inhibitor -9, TDP2 inh 3, ADAM10 inh 0, PLC-beta3 inh 0, PLC-gamma1 inh -1 and Tn7 DDE FP -2.
For COc1cc(/C=C/C(=O)NCCn2c(C)cc3ccccc32)cc(OC)c1OC the results were ADAM17 inh -4, Tn6 DDE FP 1, ASAP1 GAP inh 2, SIAE inh 14, ARFGAP1 inhibitor -2, TDP2 inh -9, ADAM10 inh -3, PLC-beta3 inh -11, PLC-gamma1 inh -6 and Tn7 DDE FP 3.
`CC(C)(C)c1cc(-c2ccccc2)no1` gave ADAM17 inh 0, Tn6 DDE FP -9, ASAP1 GAP inh 0, SIAE inh -3, ARFGAP1 inhibitor -10, TDP2 inh -4, ADAM10 inh -5, PLC-beta3 inh -7, PLC-gamma1 inh 4 and Tn7 DDE FP -14.
`Cc1cc(C)cc(NC(=O)CSc2nc(=O)n(CCN3CCOCC3)c3c2CCCC3)c1` gave ADAM17 inh 1, Tn6 DDE FP 10, ASAP1 GAP inh -7, SIAE inh 1, ARFGAP1 inhibitor -9, TDP2 inh 6, ADAM10 inh 1, PLC-beta3 inh -5, PLC-gamma1 inh -1 and Tn7 DDE FP 1.
Screening Cc1ccc(NS(=O)(=O)c2cccs2)c(C)c1 returned ADAM17 inh 1, Tn6 DDE FP -9, ASAP1 GAP inh -4, SIAE inh -1, ARFGAP1 inhibitor 3, TDP2 inh 6, ADAM10 inh 4, PLC-beta3 inh -3, PLC-gamma1 inh 1 and Tn7 DDE FP -1.
Screening CSc1ccc(CCNC(=O)c2cc(C)nn2-c2ccccc2)cc1 returned ADAM17 inh 0, Tn6 DDE FP -2, ASAP1 GAP inh -10, SIAE inh -1, ARFGAP1 inhibitor -6, TDP2 inh -15, ADAM10 inh 5, PLC-beta3 inh -7, PLC-gamma1 inh -14 and Tn7 DDE FP -7.
C#Cc1cccc(Nc2nc(NCc3ccccc3OC)nc3ccsc23)c1 was read as ADAM17 inh -11, Tn6 DDE FP -9, ASAP1 GAP inh 10, SIAE inh -16, ARFGAP1 inhibitor 10, TDP2 inh -2, ADAM10 inh -38, PLC-beta3 inh -38, PLC-gamma1 inh -17 and Tn7 DDE FP 2.
For Cn1c(CCNC(=O)c2ccc(F)cc2)nc2ccccc21 the results were ADAM17 inh -3, Tn6 DDE FP -4, ASAP1 GAP inh 8, SIAE inh 8, ARFGAP1 inhibitor -2, TDP2 inh 10, ADAM10 inh -4, PLC-beta3 inh 2, PLC-gamma1 inh 0 and Tn7 DDE FP 5.
Screening O=C(Nc1ccccc1)NC1CCCCNC1=O (stereo not drawn) returned ADAM17 inh -2, Tn6 DDE FP 6, ASAP1 GAP inh 4, SIAE inh 0, ARFGAP1 inhibitor 15, TDP2 inh -2, ADAM10 inh 3, PLC-beta3 inh -7, PLC-gamma1 inh 1 and Tn7 DDE FP -11.
For O=C(NCCC(=O)N1CCN(S(=O)(=O)c2ccccc2F)CC1)Nc1ccccc1 the results were ADAM17 inh -4, Tn6 DDE FP 4, ASAP1 GAP inh -6, SIAE inh -4, ARFGAP1 inhibitor -4, TDP2 inh -2, ADAM10 inh 0, PLC-beta3 inh -2, PLC-gamma1 inh 4 and Tn7 DDE FP 1.
C[C@@H]1NS(=O)(=O)c2ccc(F)cc2O[C@@H]1c1ccccc1 was read as ADAM17 inh 3, Tn6 DDE FP 2, ASAP1 GAP inh 3, SIAE inh -1, ARFGAP1 inhibitor 9, TDP2 inh -1, ADAM10 inh 0, PLC-beta3 inh 6, PLC-gamma1 inh 2 and Tn7 DDE FP 2.
`COCCn1c(SCC(=O)NCCc2ccc(OC)c(OC)c2)nc2c([nH]c3ccccc32)c1=O` gave ADAM17 inh -30, Tn6 DDE FP -9, ASAP1 GAP inh 3, SIAE inh -1, ARFGAP1 inhibitor 4, TDP2 inh -7, ADAM10 inh -141, PLC-beta3 inh -8, PLC-gamma1 inh -7 and Tn7 DDE FP 4.
`CC(C)(C)OC(=O)N1CCC[C@H]1C(=O)NCc1ccc(Cl)cc1Cl` gave ADAM17 inh 2, Tn6 DDE FP 2, ASAP1 GAP inh 9, SIAE inh -6, ARFGAP1 inhibitor 7, TDP2 inh 4, ADAM10 inh 0, PLC-beta3 inh 5, PLC-gamma1 inh 4 and Tn7 DDE FP 4.
Screening CC12CCC(C/C1=N/NC(=O)COc1ccccc1Cl)C2(C)C (stereo not drawn) returned ADAM17 inh -3, Tn6 DDE FP 2, ASAP1 GAP inh -9, SIAE inh 10, ARFGAP1 inhibitor -5, TDP2 inh -3, ADAM10 inh -5, PLC-beta3 inh -7, PLC-gamma1 inh 3 and Tn7 DDE FP 2.
Screening C=CCn1c(SCc2ccccc2C#N)nnc1-c1ccccc1O returned ADAM17 inh 2, Tn6 DDE FP 10, ASAP1 GAP inh -4, SIAE inh -6, ARFGAP1 inhibitor 6, TDP2 inh -4, ADAM10 inh 3, PLC-beta3 inh 5, PLC-gamma1 inh -2 and Tn7 DDE FP 2.
For COc1ccccc1N(CC(=O)N1CCc2ccccc2C1)S(C)(=O)=O the results were ADAM17 inh 0, Tn6 DDE FP -2, ASAP1 GAP inh 1, SIAE inh -3, ARFGAP1 inhibitor -6, TDP2 inh -7, ADAM10 inh -6, PLC-beta3 inh 4, PLC-gamma1 inh 3 and Tn7 DDE FP 6.
For COc1ccc(CCN2C(=O)CN(Cc3ccccc3)CC2=O)cc1OC the results were ADAM17 inh -3, Tn6 DDE FP -1, ASAP1 GAP inh 2, SIAE inh 6, ARFGAP1 inhibitor 0, TDP2 inh 2, ADAM10 inh -8, PLC-beta3 inh 4, PLC-gamma1 inh 0 and Tn7 DDE FP -3.
N#Cc1ccsc1NC(=O)c1ccc(Cl)c([N+](=O)[O-])c1 was read as ADAM17 inh -2, Tn6 DDE FP -2, ASAP1 GAP inh -6, SIAE inh -3, ARFGAP1 inhibitor 5, TDP2 inh 2, ADAM10 inh 5, PLC-beta3 inh 4, PLC-gamma1 inh 3 and Tn7 DDE FP -2.
Nc1nc(=S)c2[nH]cnc2[nH]1 was read as ADAM17 inh -1, Tn6 DDE FP 7, ASAP1 GAP inh 1, SIAE inh -1, ARFGAP1 inhibitor -9, TDP2 inh 4, ADAM10 inh 0, PLC-beta3 inh 6, PLC-gamma1 inh 5 and Tn7 DDE FP 2.
CCC(=O)N1CCCc2ccccc21 was read as ADAM17 inh -3, Tn6 DDE FP 0, ASAP1 GAP inh -14, SIAE inh 0, ARFGAP1 inhibitor 2, TDP2 inh 2, ADAM10 inh -1, PLC-beta3 inh -3, PLC-gamma1 inh 1 and Tn7 DDE FP 4.
Screening COC(=O)COc1ccc(-c2ccc(F)cc2)cc1C=O returned ADAM17 inh -23, Tn6 DDE FP 10, ASAP1 GAP inh 2, SIAE inh 4, ARFGAP1 inhibitor -3, TDP2 inh 1, ADAM10 inh -72, PLC-beta3 inh -162, PLC-gamma1 inh -136 and Tn7 DDE FP -5.
`Cn1c(SCC(=O)Nc2ccc(NC(=O)c3cccc(F)c3)cc2)nnc1-c1ccncc1` gave ADAM17 inh -2, Tn6 DDE FP -2, ASAP1 GAP inh 4, SIAE inh 3, ARFGAP1 inhibitor 1, TDP2 inh 14, ADAM10 inh 5, PLC-beta3 inh -7, PLC-gamma1 inh -1 and Tn7 DDE FP -3.
For Cc1ccccc1C(=O)NC1CCN(Cc2nnnn2Cc2ccc(F)cc2)CC1 the results were ADAM17 inh 2, Tn6 DDE FP -9, ASAP1 GAP inh -10, SIAE inh -1, ARFGAP1 inhibitor 7, TDP2 inh 4, ADAM10 inh 9, PLC-beta3 inh 1, PLC-gamma1 inh 2 and Tn7 DDE FP -2.
